Screening results (PubChem BioAssay)
GPR55 beta-arrestin – selective activators of receptor GPR55 – imaging, U2OS cells, beta-arrestin-GFP redistribution, primary screen (AID 1961) | activation, % at 10 µM, or EC50 in µM where a hit was titrated | U2OS GPR55 beta-arrestin-GFP redistribution imaging; higher % means a stronger effect | hit rate 0.048% among 290,000;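 active means activation above 40% with more than 50 cells counted in the well; inconclusive means wells holding fewer than 50 cells, flagged as toxic or sparse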;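 further: U2OS osteosarcoma cells stably expressing GPR55 and beta-arrestin-GFP; plate controls were DMSO negative control for no effect and LPI positive control for full effect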
KOR beta-arrestin-1 – kappa opioid receptor activators – cell-based, luminescence, uHTS, primary screen (AID 1777) | one-dose activation, % at 10 µM; EC50 in µM for titrated hits | hit rate 0.02% among 280,000 | KOR beta-arrestin recruitment, luminescence; higher % means a stronger effect; in the data active means activation above about 50%, passing the limit was not always enough; further: a part of the inactive calls stands beside numbers as strong as those of hits
NTR1 ag – NTR1-driven beta-arrestin-GFP spot formation – imaging, U2OS cells, high content, primary screen (AID 493036); P30989; agonist mode; activation, % at 20 µM; hit rate 0.17% among 330,000;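 active means activation at or above 40% of the spot to cytoplasm intensity ratio, with at least 20 cells analyzed; inconclusive means wells under 20 cells, flagged as cytotoxic or low count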;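 further: 0% = DMSO without peptide and 100% = 100 nM NTR1 peptide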
Target sequence (P30989 whole entry, looked up): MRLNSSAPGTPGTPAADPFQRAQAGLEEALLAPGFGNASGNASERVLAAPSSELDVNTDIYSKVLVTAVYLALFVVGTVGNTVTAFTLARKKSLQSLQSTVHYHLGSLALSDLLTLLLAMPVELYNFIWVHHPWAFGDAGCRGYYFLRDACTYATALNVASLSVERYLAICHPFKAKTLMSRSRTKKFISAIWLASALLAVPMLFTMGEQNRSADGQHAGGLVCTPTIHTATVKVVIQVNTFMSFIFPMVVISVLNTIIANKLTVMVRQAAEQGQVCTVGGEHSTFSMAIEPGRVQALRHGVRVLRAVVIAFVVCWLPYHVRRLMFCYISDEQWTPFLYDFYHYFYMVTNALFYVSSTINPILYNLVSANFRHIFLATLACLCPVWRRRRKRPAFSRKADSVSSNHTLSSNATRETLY
GPR55 antagonists – GPR55 antagonists blocking LPI-driven arrestin recruitment, primary screen, imaging, U2OS, beta-arrestin-GFP, LPI agonist (AID 2013); U2OS GPR55 beta-arrestin-GFP translocation imaging, LPI antagonism; higher % means a stronger effect; one-dose inhibition, % at 10 µM; IC50 in µM for titrated hits; hit rate 0.13% among 290,000;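 active means spots per cell inhibited over 60%, with over 100 cells counted and total cytoplasm intensity under 500,000; inconclusive means wells with under 100 cells, flagged as likely toxic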;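 further: U2OS cells stably carrying GPR55 and arrestin-GFP stimulated by 5 µM LPI near EC80; imaged beta-arrestin-GFP aggregate spots per cell after agonist stimulation; plate controls were LPI-stimulated DMSO wells for no effect and DMSO wells without LPI for full effect; some results filed as inactive read as strong as hits; confirmed hits need IC50 under 10 µM and bright autofluorescent wells are also inconclusive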
KOR beta-arrestin-2 – kappa opioid receptor blockers – cell-based, luminescence, uHTS (AID 1778) | hit rate 0.091% among 290,000 | KOR beta-arrestin recruitment, luminescence, antagonist mode; higher % means a stronger effect | inhibition, % at 10 µM, or IC50 in µM where a hit was titrated; in the data active means inhibition above about 50%; further: strong numbers were not always called active
Salmonella PhoP GFP – PhoP-dependent GFP reporter repression – Salmonella Typhimurium, primary screen (AID 1863). S. Typhimurium PhoP-regulated promoter GFP reporter, 4 h; higher % means a stronger effect. one-dose inhibition, % at 50 µM; IC50 in µM for titrated hits. hit rate 0.16% among 300,000;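 active means inhibition over 29.93%, a cutoff 3 SD above the screen mean, later confirmed by dose response; inconclusive means inhibition over 29.93% but no dose response follow-up; inactive means inhibition at most 29.93% or unconfirmed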;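 further: 0% = low Mg2+ inducing control and 100% = high Mg2+ repressing control; strong numbers were not always called active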
T cell HTS – T cell immune modulators affecting CD8 T cell-vesicle binding | 2C CD8+ T cell-vesicle binding, flow cytometry; active compounds read low | calls only at 7 µM | hit rate 0.068% among 330,000 | AID 2052;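 active means response, share of CD8 T cells binding vesicles, and their 90th percentile fluorescence all below set limits, cut at about 80% in these data, passing the limit was not always enough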
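Incubation: binding step 1.5 h, 37 °C, antibody labelling 20 min, ice; system: murine 2C transgenic CD8+ T lymphocytes; technique: cytometric PE anti-B7-1 and Alexa647 anti-CD8 signals after 1% paraformaldehyde fixation; also added: QL9-charged Drosophila Ld/ICAM-1/B7-1 vesicles; control set: naked versus QL9-loaded vesicles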
GPR35 arrestin U2OS – inhibition of zaprinast-stimulated GPR35 beta-arrestin translocation – imaging, U2OS, beta-arrestin-GFP, zaprinast agonist, primary screen (AID 2058); U2OS GPR35 beta-arrestin-GFP translocation imaging, zaprinast antagonism; higher % means a stronger effect; inhibition, % at 10 µM, or IC50 in µM where a hit was titrated; hit rate 0.052% among 290,000;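 active means inhibition of at least 50% with at least 30 cells and total cytoplasm GFP at most 10,000,000; inconclusive means under 30 cells or total GFP of 10,000,000 plus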
West Nile virus CPE – West Nile virus antiviral activity, cell-based, CPE readout (AID 1621). West Nile virus-infected cells, CPE inhibition; higher % means a stronger effect. one-dose CPE inhibition, % at 10 µM; IC50 in µM for titrated hits. hit rate 0.02% among 290,000; in the data active means a potency from the dose series; inconclusive means CPE inhibition mostly from about 3.7% at the one dose, without a potency; inactive means the rest, 99 in 100 with CPE inhibition below about 2.2%; further: strong numbers were not always called active
T cell HTS vesicle-bound % – further read-out of T cell HTS, marked with its call; double positive events, %; measured here: CD8+ vesicle-bound cell fraction;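 binding gate set so that unloaded-vesicle control wells show 10% double positive cells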
NTR1 ag cell count 20 µM – second read-out of NTR1 ag, no call of its own (marks repeat the call); cell count; measured here: cell count, cytotoxicity flag
An asterisk follows results filed as active; i = inactive; ? = inconclusive; / = not tested or not shown; & = joins results of further samples; [ ] = dose if it differs, or a comment.

SMILES | GPR55 beta-arrestin | KOR beta-arrestin-1 | NTR1 ag | NTR1 ag cell count 20 µM | GPR55 antagonists | KOR beta-arrestin-2 | Salmonella PhoP GFP | T cell HTS | T cell HTS vesicle-bound % | GPR35 arrestin U2OS | West Nile virus CPE
Cn1nccc1C(=O)N1CCCC(N2CCN(Cc3ccc4c(c3)OCO4)CC2)C1 (centres undefined) | 0.7% | -3.0% | 0.0 | 39 | -1% | 15% | 6% | i | 41 | -5% | -0.4%
Cc1ccsc1/C=N/NC(=O)c1cccnc1 | -0.2% | -3.5% | 0.7 | 64 | 5% | -29% | -12% | i | 23 | 6% | 0.4%
O=c1ccn(CCOc2ccc(Cl)cc2)c(=O)[nH]1 | 0.0% | 4.6% | 1.1 | 58 | -20% | -31% | 7% | i | 15 | -3% | 0.0%
O=C(Nc1ncccn1)C1CCCN1S(=O)(=O)c1ccc(Cl)c(Cl)c1 (centres undefined) | -0.1% | 0.1% | -0.4 | 60 | 1% | 4% | 8% | i | 16 | 1% | -0.4%
Cc1ccc2oc(=O)c3cnn(CC(=O)NCCN4CCOCC4)c3c2c1 | 0.2% | -3.6% | 2.4 | 44 | -2% | -2% | -5% | i | 24 | -2% | 0.3%
Oc1ccc(NC(=S)Nc2ccccc2)cc1 | -0.1%&0.2% | 0.3%&-3.0% | 0.5&-0.5 | 88&48 | 8%&11% | 30%&12% | -6%&-2% | i | 63&22 | -2%&-1% | -0.1%&0.0%
Cc1cc(N2CCCCC2)n2nc(C)c(-c3ccccc3)c2n1 | -0.2% | -4.8% | 9.2 | 61 | -15% | -8% | 8% | i | 3 | 6% | 0.1%
O=C(Nc1nc(-c2cccs2)c(-c2cccs2)s1)C1(c2ccccc2)CC1 | -0.2% | -1.9% | 2.5 | 61 | 23% | -11% | -12% | i | 10 | 12% | -0.7%
Cc1ccc(S(=O)(=O)Nc2ccc(O)c3cccnc23)cc1 | -0.3% | 4.8% | 1.5 | 45 | -4% | -42% | 6% | i | 34 | -3% | ?
CNC(=S)N1CCN=C1Nc1nc(C)cc(C)n1 | -0.1% | -1.6% | -0.8 | 98 | 12% | -16%[20 µM] | -9% | i | 54 | -8% | 0.2%
Cc1ccc(NC(=O)c2ccc(OC(=O)c3ccco3)cc2)cc1 | 0.2% | -0.1% | 0.3 | 37 | 10% | -3% | -4% | i | 43 | 5% | -0.1%
CCOc1ccc(Br)cc1S(=O)(=O)N1CC(C)OC(C)C1 (centres undefined) | 0.0% | -2.2% | 2.2 | 78 | 1% | 14% | 1% | i | 31 | -21% | -0.9%
CC1CCC(C(C)C)C(OC(=O)CSc2nnc(N)s2)C1 (centres undefined) | -0.1% | 5.5% | 0.8 | 44 | 4% | 4% | -5% | i | 58 | 3% | 0.3%
CCC(C)N(CC(=O)Nc1cccc(C)c1C)C(=O)CCl (centres undefined) | -0.2% | -7.2% | 0.0 | 59 | 18% | 11% | 9% | i | 45 | 10% | -1.2%
COC(=O)N/N=C/c1ccc(-c2cc(Cl)ccc2Cl)o1 | -0.1% | -4.4% | -1.0 | 43 | 4% | 11% | 11% | i | 1 | 15% | -0.3%
Cc1ccc(C(=O)N/C(=C\c2ccc(-c3ccccc3[N+](=O)[O-])o2)C(=O)NCCCN(C)C)cc1 | 0.3% | -1.5% | -0.2 | 80 | 4% | 22% | 2% | i | 13 | 3% | -0.4%
CCC(=O)Nc1ccc2c(c1)OCCO2 | -0.1% | -0.9% | 0.5 | 68 | -6% | 18% | -2% | i | 31 | 0% | 1.6%
N#C/C(=C\c1ccccc1)C(=O)N(c1ccccn1)C1CCCCC1 | 8.8% | -2.8% | 16 | 44 | 39% | 8% | 7% | i | 4 | 15% | -0.3%
Cc1ccc(S(=O)(=O)N(CC(=O)NCc2cccnc2)c2ccc(F)cc2)cc1 | -0.2% | 3.7% | 0.6 | 43 | 10% | -30% | 0% | i | 18 | 2% | -0.8%
O=c1c2c(C(F)(F)F)cc(C(F)(F)F)nc2[nH]n1-c1ccccc1 | 0.0% | 2.5% | 0.2 | 74 | 6% | -26% | -8% | i | 18 | -1% | ?
Cc1ccc(NS(=O)(=O)c2cn(C)c(=O)n(C)c2=O)cc1C | 0.0% | -1.3% | -1.8 | 63 | 12% | 19%[20 µM] | / | i | 24 | 4% | -0.4%
O=C1CCCc2c1nc(-c1ccc([N+](=O)[O-])cc1)n2O | -0.2% | 2.6% | 0.3 | 40 | -1% | -28% | -10% | i | 32 | 6% | 0.0%
CN1CCN(NC(=O)NC2CCCCC2)CC1 | -0.1% | -4.2% | -1.0 | 59 | -1% | 10% | -2% | i | 4 | 6% | -0.8%
CC(NC(=O)CSc1ncccc1C(=O)O)C1CC2CCC1C2 (centres undefined) | -0.1% | 1.8% | 3.6 | 57 | 8% | 4% | -8% | i | 48 | -6% | 0.6%
c1ccc(Cn2nnc3c(N4CCOCC4)ncnc32)cc1 | -0.2% | -3.1% | 2.2 | 55 | -3% | -5% | 7% | i | 47 | -13% | 0.1%
Cc1cc(C)cc(NC(=O)N2CCCC2C(=O)NCc2ccco2)c1 (centres undefined) | -0.1% | / | -0.4 | 43 | 2% | -4%[20 µM] | 5% | i | 31 | -11% | -0.4%
COc1ccc(/C=N\n2nnc3ccccc32)cc1 | 0.5% | 5.1% | -0.1 | 46 | -4% | 0% | -7% | i | 36 | 6% | /
O=C(NCCc1ccc(Cl)cc1)C1CCN(C(=O)c2sccc2-n2cccc2)CC1 | -0.1% | -1.2% | -0.2 | 39 | 5% | 17% | 10% | i | 53 | 5% | ?
COc1ccc(-c2nnc3n(CCc4ccccc4)c(=O)c4ccccc4n23)c(OC)c1 | -0.2% | 1.4% | 1.4 | 65 | -3% | -6% | 3% | i | 45 | -14% | 0.6%
CC1COc2ccccc2N1C(=O)c1ccc(F)cc1 (centres undefined) | 0.3% | 3.4% | -0.8 | 115 | 4% | 12% | 2% | i | 34 | -2% | -0.7%
O=C(C1CCN(S(=O)(=O)c2cccs2)CC1)N1CCCC(C(F)(F)F)C1 (centres undefined) | 0.0% | 3.4% | -0.9 | 55 | 11% | 15% | -4% | i | 19 | 4% | -0.3%
CCc1ccccc1N(CC(=O)NCC1CCCO1)C(=O)CCC(=O)Nc1cc(C)on1 (centres undefined) | 0.0% | -3.8% | -0.3 | 60 | 0% | -28% | -1% | i | 30 | 13% | -0.9%
COCCCNC(=S)NNC(=S)Nc1ccc(F)cc1F | -0.2% | -6.7% | -0.4 | 83 | 4% | 23% | -10% | i | 34 | 2% | 0.0%
CCOCCn1c(CC)nc2ccccc21 | -0.1% | -7.3% | 2.6 | 56 | 0% | -10% | 4% | i | 38 | 11% | -0.8%
Cc1nc(C2CCC3C4CCC5=CC(=O)CC[C@]5(C)C4CC[C@]23C)cs1 (some centres undefined) | 0.0% | 5.9% | 39 | 90 | -4% | -5% | -2% | i | 26 | -5% | 0.8%
Fc1ccccc1COc1ccc(/C=N/NC(=S)NCc2ccccc2)cc1 | 0.5% | 9.7% | 6.7 | 85 | -11% | -5% | 6% | i | 35 | 5% | -0.5%

A run of entries from further up, as a working copy:
SMILES | GPR55 beta-arrestin | KOR beta-arrestin-1 | NTR1 ag | NTR1 ag cell count 20 µM | GPR55 antagonists | KOR beta-arrestin-2 | Salmonella PhoP GFP | T cell HTS | T cell HTS vesicle-bound % | GPR35 arrestin U2OS | West Nile virus CPE
Cc1cc(C)cc(NC(=O)N2CCCC2C(=O)NCc2ccco2)c1 (centres undefined) | -0.1% | / | -0.4 | 43 | 2% | -4%[20 µM] | 5% | i | 31 | -11% | -0.4%
COc1ccc(/C=N\n2nnc3ccccc32)cc1 | 0.5% | 5.1% | -0.1 | 46 | -4% | 0% | -7% | i | 36 | 6% | /
O=C(NCCc1ccc(Cl)cc1)C1CCN(C(=O)c2sccc2-n2cccc2)CC1 | -0.1% | -1.2% | -0.2 | 39 | 5% | 17% | 10% | i | 53 | 5% | ?
COc1ccc(-c2nnc3n(CCc4ccccc4)c(=O)c4ccccc4n23)c(OC)c1 | -0.2% | 1.4% | 1.4 | 65 | -3% | -6% | 3% | i | 45 | -14% | 0.6%
CC1COc2ccccc2N1C(=O)c1ccc(F)cc1 (centres undefined) | 0.3% | 3.4% | -0.8 | 115 | 4% | 12% | 2% | i | 34 | -2% | -0.7%
O=C(C1CCN(S(=O)(=O)c2cccs2)CC1)N1CCCC(C(F)(F)F)C1 (centres undefined) | 0.0% | 3.4% | -0.9 | 55 | 11% | 15% | -4% | i | 19 | 4% | -0.3%

Carrying on:
SMILES | GPR55 beta-arrestin | KOR beta-arrestin-1 | NTR1 ag | NTR1 ag cell count 20 µM | GPR55 antagonists | KOR beta-arrestin-2 | Salmonella PhoP GFP | T cell HTS | T cell HTS vesicle-bound % | GPR35 arrestin U2OS | West Nile virus CPE
COc1ccc(N2CCN(C3CCCCC3NS(=O)(=O)c3ccccc3)CC2)cc1 (centres undefined) | -0.1% | 0.1% | 0.6 | 72 | 13% | 31% | -8% | i | 8 | -10% | -0.1%
CCCn1c(=N)n(CC(=O)c2ccco2)c2ccccc21 | 0.2% | 1.5% | -0.2 | 56 | 4% | -58% | 4% | i | 43 | 19% | -0.7%
CCN1CCc2nc3ccccc3c(C(=O)Nc3ccc(F)cc3)c2C1 | -0.2% | 0.2% | -0.2 | 59 | -2% | 14% | -1% | i | 3 | 4% | -0.1%
Cc1cc(C)c(C(N)=O)c(NC(=O)Nc2ccccc2Cl)n1 | -0.1% | 0.2% | -1.7 | 59 | 14% | -1% | -2% | i | 21 | 7% | 0.5%
Cc1ccc(/C=C2\SC(=S)N(CCCC(=O)Nc3ccccn3)C2=O)cc1 | -0.1% | -0.3% | 0.9 | 41 | / | -9% | 7% | i | 42 | 11% | 0.7%
COc1cc(OC)c2nc(C)c3c(c2c1)N(c1ccc(O)cc1)CC3 | -0.2% | 1.2% | / | / | 21% | -62% | -6% | i | 27 | 2% | /
COc1ccccc1NC(=S)N1CCOCC1 | 0.2% | 5.6% | 0.6 | 42 | -9% | -1% | -10% | i | 52 | 6% | 1.2%
